# AID inh: Primary qHTS assay for inhibitors of Activation Induced Cytidine Deaminase (AID): AID signal. actives 0.32% (n = 91,000). Single-stranded DNA cytosine deaminase (Homo sapiens), Q9GZX7. AID deamination FRET fluorescence, UDG-coupled, 4 h. Potency, µM (top dose mostly 115 µM), for the others: at the highest dose activity change, negative = inhibition, actives largely listed as inhibitors; further: nearly all actives have a fitted effect of over 25% in size
# Target sequence (Q9GZX7 whole entry, looked up): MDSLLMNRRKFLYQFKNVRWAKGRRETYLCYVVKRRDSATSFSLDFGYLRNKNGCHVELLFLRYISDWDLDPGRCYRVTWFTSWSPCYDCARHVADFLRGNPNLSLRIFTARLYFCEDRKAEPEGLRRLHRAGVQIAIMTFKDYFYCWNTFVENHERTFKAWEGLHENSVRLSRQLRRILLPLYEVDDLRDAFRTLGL
# UDG counterscr: Primary qHTS assay for inhibitors of Activation Induced Cytidine Deaminase (AID): UDG Counterscreen signal. AID 1347430, 2020. Potency, µM (series often up to 115 µM), inactives show top-dose activity change, negative = inhibition, hits mostly inhibitors. FRET deamination/UDG coupled assay, UDG read, 4 h. actives 0.14% (n = 91,000). Uracil-DNA glycosylase; further: nearly all actives have a fitted effect of over 65% in size
# An asterisk follows results filed as active; ? = inconclusive; & = joins results of further samples; [ ] = remark or other dose. The call rests on the fitted dose curve; in most records, active means well fitted curve in the direction sought with a large enough effect; inconclusive means small, poorly fitted or top-dose-only effect, or another doubt; inactive means no such curve, though single readings can be large; an effect the other way counts as inactive or inconclusive. On the % scale 0 is the no-effect control and ±100 the full control effect; potency means the concentration at half of the fitted maximal effect. The list is partial (hit frequency here may not be typical).
SMILES,AID inh,UDG counterscr
Cc1ccc(C(=O)NCCc2ccc(Cl)cc2)cc1-n1c(C)nc2cccnc21,-17%,1%
CC(C)NC(=O)C1CCN(C(=O)c2cnn(-c3ccccc3)c2-n2cccc2)CC1,6%,-6%
O=C(Nc1cc2ccc(O)cc2oc1=O)c1ccccc1,7%,0%
CCOc1ccc(-c2cc(CCCC(=O)NCCc3ccc(SC)cc3)no2)cc1,-1%,-4%
Cc1ccc(C(CCNCc2ccccc2)c2ccco2)cc1 (centres undefined),-13%,-4%
O=C(CSc1nc(-c2ccccc2)[nH]c1-c1ccccc1)Nc1ccc2c(c1)OCO2,4%,1%
COCCNC(=O)CSc1nc2cc3c(cc2c(=O)n1CCCC(=O)NCc1ccc2c(c1)OCO2)OCO3,18%,-4%
CCOc1ccc(NS(=O)(=O)c2ccc3c(c2)N(CC(=O)OC)C(=O)CS3)cc1,-1%,0%
Cc1ccc(C)c(N2CCN(C(=O)Cn3ncc4c(=O)oc5ccccc5c43)CC2)c1,9%,-9%
O=C(NCc1ccccc1)c1ccc(Cn2c(=O)c3cccn3c3cccnc32)cc1,3%,1%
O=C(NC1CC(=O)N(c2cccc(F)c2)C1)c1cc2ccccc2o1 (centres undefined),0%,0%
Cc1ccc(CN2CCCN(Cc3c(C)cc(C)cc3C)S2(=O)=O)cc1,-22%,12%
Cc1nc2ccc(C(=O)NCC3CCN(C(C)C)C3)cc2nc1C (centres undefined),20%,-3%
Clc1cccc(-c2noc3ncnc(NC4CCCCC4)c23)c1,21%,-6%
CCOC(=O)c1c(C)[nH]c(CCC(=O)NCc2ccc(F)cc2)c1C,-13%,14%[57.5 µM]
Cc1ccccc1NC(=O)CCC(=O)N1CCSc2ccccc21,-4%,1%
CC(=O)C1(C)N(O)C(C)(C)C(c2ccc(Cl)c(C)c2)=[N+]1[O-] (centres undefined),3%,7%
FC(F)(F)c1cccc(CSc2nc(-c3ccccc3)c3ccccc3n2)c1,-11%,-8%
O=C(OCc1ccco1)c1ccc2c(c1)N(Cc1cccc(F)c1)C(=O)c1ccccc1S2,1%,3%
CCCCn1c(N)c(N(CCOC)C(=O)c2cc3c(s2)CCCCC3)c(=O)[nH]c1=O,-5%,4%
Cc1cc2c(cc1S(=O)(=O)N(C)CC(=O)Nc1cccc(C#N)c1)OCC(=O)N2,-9%,5%
CN(C)C1(CNC(=O)COc2ccc([N+](=O)[O-])cc2)CCCCC1,3%,-4%
CCCCCCC(C)NCc1cccc2ccccc12 (centres undefined),-5%,5%
CCCN(Cc1cccs1)C(=O)Nc1ccc(F)c(Cl)c1,?,-15%
COCCCNc1nc(NCc2cccc(Cl)c2)c2cnn(C)c2n1,5%,6%
O=C(Nc1cc(F)ccc1F)C1CCN(c2nc3ccccc3n3cccc23)CC1,1%,1%[57.5 µM]
O/N=C/c1ccc(OCc2ccccc2)c(OCc2ccccc2)c1,-8%,-4%
Cc1cccc(NC(=O)NC2CCSc3ccccc32)c1 (centres undefined),-2%,12%
CCc1nn(CC(=O)Nc2ccc(NC(C)=O)cc2)c(=O)c2cc3sccc3n12,2%,7%
Nc1cc(Sc2ccccn2)cc([N+](=O)[O-])c1,14%,9%
COc1ccc(C(=O)Oc2ccc3c(c2)O/C(=C\c2ccc(C(C)(C)C)cc2)C3=O)cc1OC,-10%,1%
CC(=O)NNC(=S)NCc1ccccc1,6%,3%
O=C(/C=C/c1c(F)cccc1F)c1cc2ccccc2o1,-2%,-6%
Cc1noc(NC(=O)c2ccc(Br)o2)n1,2%,-4%
CNCCCC1c2ccccc2C=Cc2ccccc21,-9%,-4%
COc1ccc(CCNC(=O)c2ccc3c(c2)CCC(=O)N3)cc1OC,10%,3%
CCC1CCCCN1C(=O)Cn1c(-c2ccccc2)nc(C)cc1=O (centres undefined),-5%,-11%
Cc1ccc(-n2ncc3c(Nc4cccc(C)c4C)ncnc32)cc1,?,-7%
CCOc1ccccc1C(=O)Nc1ccccc1C(C)CC (centres undefined),-20%,-17%
COc1ccc(OC)c(S(=O)(=O)NCCc2csc3nc(-c4ccccc4)nn23)c1,-18%,-5%[57.5 µM]
CCOc1ccc2cc(-c3csc(Nc4ccc(C)cc4)n3)c(=O)oc2c1,9%,-1%
Cc1cc(C(=O)CN2CCN(CC(=O)Nc3cccc(F)c3)CC2)c(C)n1CCc1cccs1,6%,-2%
O=C(Cn1nc(N2CCN(c3ccccc3)CC2)ccc1=O)NC1CC1,-10%,7%
Cc1ccc(Cl)cc1-n1ncc2c(N3CCC(C)CC3)ncnc21,?,?
COc1cc(CC(=O)OCC(=O)Nc2ccccc2OC(F)F)cc(OC)c1OC,-4%,-3%
Cc1oc(-c2ccccc2Cl)nc1CSc1nc2ncccc2[nH]1,-11%,3%[57.5 µM]
O=C(/C=C/c1ccc(-c2ccccc2Cl)o1)c1ccccc1Br,-4%,-8%
CCOc1ccc(-c2cc(C)n3nc(C(=O)Nc4ccc(C)c(C)c4)cc3n2)cc1,?,-5%
Cc1cccc(-c2nc(S(=O)(=O)c3ccc(F)cc3)c(N3CCN(c4ccccc4)CC3)o2)c1,-25%,-15%
COc1ccc(C(CNC(=O)c2cccc3c(=O)c(C)c(-c4ccccc4)oc23)N(C)C)cc1 (centres undefined),-4%,2%
Cc1cc(C)c(S(=O)(=O)N2CCC(n3c(CC(C)C)nc4cccnc43)CC2)c(C)c1,?,?
N#Cc1nc(COc2ccccc2F)oc1N1CCCCCC1,5%,-5%
Cc1oc(-c2ccccc2)nc1CNC(=O)Nc1ccccc1,-6%&1%,4%&0%
CCOCCCn1c(SCC(=O)Nc2ccc(CC)cc2)nc2ccccc2c1=O,?,-7%
Cc1ccc(OCC(=O)Nc2cccc(C(=O)OCc3cc(=O)n4nc(C)sc4n3)c2)cc1,4%,0%
Cc1ccc(C(=O)c2c(N)c(-c3nc4ccccc4[nH]3)c3ccccn23)cc1,-9%,-5%
FC(F)(F)c1cccc(Cn2ccc3ccccc32)c1,-7%,3%
Cc1cc2c(cc3c(SCc4ccc(Cl)cc4)nncn32)o1,20%,-4%
O=c1[nH]c2ccccc2cc1CN(CC1CCCO1)S(=O)(=O)c1ccccc1 (centres undefined),-4%,7%
COc1ccc(NS(=O)(=O)c2ccc3c(c2)NC(=O)CS3)cc1,-3%,2%

# (cont.)
SMILES,AID inh,UDG counterscr
Cc1ccc(C(=O)NCc2nnnn2-c2ccc(C)c(C)c2)cc1,-7%,4%
O=C(Cn1ncc2c(=O)oc3ccccc3c21)Nc1cc(F)ccc1F,2%,2%
Cc1cccc2c(=O)c(-c3ccccc3)c(NC(=O)c3cccc([N+](=O)[O-])c3)oc12,-7%,-11%
CCC(C)Sc1ccc(NC(C)=O)c(C)c1 (centres undefined),3%,6%
Cc1ccc2[nH]c(=O)c(CN(C)C(=O)c3ccc(C(C)(C)C)cc3)cc2c1,-10%,6%
Cc1ccc(S(=O)(=O)c2nc(-c3cccc(Br)c3)oc2N2CCCCCC2)cc1,-5%,-5%
COC(CNC(=O)CNC(=O)OCc1ccccc1)c1ccccc1 (centres undefined),0%,-1%
Cc1c(Cl)cccc1-n1ncc(C(=O)NCCN2CCN(C)CC2)c1C1CCN(C(=O)OC(C)(C)C)CC1,-4%,-10%
COC(=O)CNC(=O)CC12CC3CC(CC(C3)C1)C2,2%,4%
Cc1ccc(Cl)cc1N1CCN(C(=O)COCc2cc(-c3ccc4c(c3)OCO4)on2)CC1,-18%&0%,-6%&20%
Cc1cccc(N2CCN(C(=O)c3ccc(CNS(=O)(=O)c4ccc5ccccc5c4)cc3)CC2)c1,-1%,-12%
O=C(Nc1ccc(F)c(F)c1F)c1ccccc1-c1ccccc1,2%,2%
Cc1ccsc1C(=O)OCC(=O)Nc1ccc(Cl)c(C(F)(F)F)c1,3%,-4%
Cc1oc(-c2ccccc2)nc1CSc1nc2c(c(=O)[nH]1)CCC2,4%,-6%
COc1ccc(-n2c(SCC(=O)Nc3cc(C)cc(C)c3)nc3c(oc4ccccc43)c2=O)cc1,-17%,6%
CCOC(=O)C1CCN(c2ncnc3c2c(-c2ccccc2)cn3-c2ccc(C)c(Cl)c2)CC1,-14%,5%[57.5 µM]
CCCOc1ccc(C(=O)C(CCC(CNC(C)(C)C)C(=O)c2ccc(OCCC)cc2)CNC(C)(C)C)cc1 (centres undefined),?,-17%
Cc1cccc(NC(=O)CSc2nc3ccc(NC(=O)c4ccccc4)cc3s2)c1,17%,48%[activator]
O=[N+]([O-])c1cccc(NS(=O)(=O)c2ccccc2[N+](=O)[O-])c1,1%,-6%
Cc1nn(CC(=O)NCc2cccc(Br)c2)c(=O)c2c1sc1ccccc12,-1%,-6%
Cc1ccc(OCC(=O)N(Cc2sccc2C)C2CCS(=O)(=O)C2)cc1 (centres undefined),-3%,-5%
COc1cc2oc(=O)c(CC(=O)N3CCCCC3)c(C)c2cc1OC,16%,0%
COCCn1cc(C(=O)NCCc2ccc3ccccc3c2)ccc1=O,-11%,0%
COC(=O)C1(C)Cc2ccccc2C(=O)O1 (centres undefined),1%,4%
CC1CC(C)(C)C(CNC(=O)CCl)C1NC(=O)CCl (centres undefined),33%[activator],4%
CC(=O)c1ccc(NC(=O)CN(C)S(=O)(=O)c2cnc[nH]2)cc1,3%,-2%
O=C(Nc1ccc(F)c(Cl)c1)N1CCN(C(=O)c2nsc3ccccc23)CC1,-43%,-13%
CCc1cccc(CC)c1NC(=O)c1ccc(CSc2ccccc2)cc1,-7%,2%
CCN(Cc1cccs1)C(=O)c1ccc(NS(C)(=O)=O)cc1,-5%,-1%
COc1ccc(C2CC(=O)NC(SCC(=O)Nc3ccccc3F)=C2C#N)cc1OC (centres undefined),-4%,4%
CC(OC(=O)c1ccc(S(=O)(=O)Nc2ccccc2F)cc1)C(=O)N1CCCc2ccccc21 (centres undefined),-6%,10%
COc1ccc(C(=O)N(Cc2ccco2)Cc2ccco2)cc1,-17%,5%[57.5 µM]
CCCOC(=O)c1ccc(Oc2c(C(F)(F)F)oc3cc(O)ccc3c2=O)cc1,-2%,3%
CCN(CC(=O)NC(=O)NCC(C)C)C1CC1,6%,2%
CSc1ccccc1C(=O)Nc1ccc(F)cc1,3%,6%
Cc1ccc(/C=N/Nc2ccnc3cc(Cl)ccc23)s1,-17%,-4%
COC(=O)c1cc2sc(C)cc2n1Cc1ccc(Br)cc1F,-14%,-10%
Oc1ccc(-c2ccc(O)cc2)cc1,-3%,1%
COCCCNC(=O)C1CCN(Cc2cc3ccccc3n2Cc2ccccc2C)CC1,-25%,-11%[57.5 µM]
O=c1cc(-c2ccc(O)cc2)oc2cc(O)cc(O)c12,2%,7%
CCc1nnc(CSc2nnc(Nc3ccc(C(C)C)cc3)s2)o1,4%,0%
COC(=O)c1ccc(COC(=O)c2oc3ccccc3c2C)o1,-13%,-8%
Cc1ccccc1C(=O)NC1(C(F)(F)F)N=C(c2ccccc2)N(Cc2ccccc2)C1=O (centres undefined),15%,-5%
Cc1nc(CC(=O)NCc2ccccn2)cs1,8%,-9%
N#CC(Cc1ccccc1F)(c1ccccc1)c1ccccc1,-9%,-6%

# Shown with tabs: 2 of the compounds above
SMILES	AID inh	UDG counterscr
O=c1cc(-c2ccc(O)cc2)oc2cc(O)cc(O)c12	2%	7%
CCc1nnc(CSc2nnc(Nc3ccc(C(C)C)cc3)s2)o1	4%	0%

# Among those listed so far, these contain a CF3 group:
SMILES,AID inh,UDG counterscr
FC(F)(F)c1cccc(CSc2nc(-c3ccccc3)c3ccccc3n2)c1,-11%,-8%
FC(F)(F)c1cccc(Cn2ccc3ccccc32)c1,-7%,3%
Cc1ccsc1C(=O)OCC(=O)Nc1ccc(Cl)c(C(F)(F)F)c1,3%,-4%
CCCOC(=O)c1ccc(Oc2c(C(F)(F)F)oc3cc(O)ccc3c2=O)cc1,-2%,3%
Cc1ccccc1C(=O)NC1(C(F)(F)F)N=C(c2ccccc2)N(Cc2ccccc2)C1=O (centres undefined),15%,-5%

# Following part:
SMILES,AID inh,UDG counterscr
CCN(C(=O)c1noc2c1COc1ccc(C)cc1-2)c1cccc(C)c1,?,-12%
Nc1nccnc1C(=O)NCc1ccc(OC(F)F)cc1,0%,-1%
COc1ccc(-c2noc(CSc3nnc(C)n3-c3ccc(C)cc3)n2)cc1,-13%,-27%
O=C(Nc1nc2ccc(F)cc2s1)c1ccc(CN2CCCCC2)cc1,-23%,1%
COc1ccccc1NC(=O)c1cc(S(=O)(=O)NCCC2=CCCCC2)ccc1F,-7%,-5%
COc1cccc(-n2c(=O)c3c(C)c(C)sc3n(CC(=O)NCc3ccc(C)cc3)c2=O)c1,-2%,6%
COc1ccc(N2CCN(CCCNC(=O)C3COc4ccc(OC)cc4C3)CC2)cc1 (centres undefined),-13%,-6%
Cc1oc2cc(OC(=O)c3ccco3)ccc2c(=O)c1-c1ccc(Br)cc1,-1%,-2%
CCC(=O)N/N=C(/C)c1ccccc1,-3%,8%
CCc1ccc(S(=O)(=O)c2nnn3c2nc(N(C)Cc2ccccc2)c2cc(Cl)ccc23)cc1,1%,-1%

# 6 entries drawn at random from those above, as already listed:
SMILES,AID inh,UDG counterscr
COc1cccc(-n2c(=O)c3c(C)c(C)sc3n(CC(=O)NCc3ccc(C)cc3)c2=O)c1,-2%,6%
CCN(C(=O)c1noc2c1COc1ccc(C)cc1-2)c1cccc(C)c1,?,-12%
O=C(Nc1nc2ccc(F)cc2s1)c1ccc(CN2CCCCC2)cc1,-23%,1%
COc1ccc(-c2noc(CSc3nnc(C)n3-c3ccc(C)cc3)n2)cc1,-13%,-27%
Cc1oc2cc(OC(=O)c3ccco3)ccc2c(=O)c1-c1ccc(Br)cc1,-1%,-2%
COc1ccc(N2CCN(CCCNC(=O)C3COc4ccc(OC)cc4C3)CC2)cc1 (centres undefined),-13%,-6%
